Nrf2 inh = Nrf2 pathway inhibition. A549 ARE-Fluc reporter, luciferase luminescence, 18-24 h. Potency, µM (titrated, usually from 46 µM), without a hit: at the top dose activity change, negative = inhibition, actives largely listed as inhibitors. 2.1% of 360,000 active; also: potency is read from the fitted curve at half-maximal effect; % is scaled to controls: 0 for no effect and ±100 for the full control effect; nearly all actives have a fitted effect of over 60% in size
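A549 ARE_Fluc cells (5000/well, 5% FBS OPTI-MEM) pre-incubated 2 h, then treated with compounds 18-24 h at 37C/5% CO2 in concentration-response. CellTiter-Fluor viability read first; BugLite luciferase luminescence after 15 min at room temperature gives Nrf2 activity.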
ATXN2 expr inh = reduces ATXN2 reporter expression in HEK-293 cells | HEK-293 ATXN2-luciferase reporter, luminescence, 24 h | AID 1745845 | 0.72% of 360,000 active | Potency, µM (doses to about 57 µM), for the others: at the top dose activity change, negative = inhibition, most hits filed as inhibitors; also: potency is read from the fitted curve at half-maximal effect; % is scaled to controls: 0 for no effect and ±100 for the full control effect; nearly all actives have a fitted effect of over 55% in size
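ATXN2-luciferase reporter cells (luciferase flanked by upstream and downstream ATXN2 gene portions) were treated 24 h at 37 °C with compounds at up to 57 uM. SteadyGlo luminescence gave expression; GF-AFC fluorescence gave viability.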
Nrf2 ARE act = Nrf2 pathway activation | AREc32 ARE-luciferase reporter (MCF7-derived line), luminescence, 24 h | AID 624171 | 0.31% of 410,000 active | Potency, µM (series often up to 46.1 µM), without a hit: top-dose activation, usual class: activators; also: potency is read from the fitted curve at half-maximal effect; % of control where 0% means no effect; nearly all actives have a fitted effect of over 65% in size
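Cells of the AREc32 ARE-luciferase line are plated in OPTI-MEM containing 5% FBS and left overnight at 37 deg C. Compounds are pinned in, incubation continues 24 hr, and firefly luciferase signal is then measured.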
MCF10A rerep = inducers of DNA re-replication in MCF 10A breast cells; MCF 10A DNA re-replication, Hoechst nuclear intensity, 48 h; Potency, µM (series often up to 46.1 µM), for inactives: at the top dose activity, positive = re-replication, most hits filed as activators; 2.9% of 350,000 active; AID 624296; also: potency is read from the fitted curve at half-maximal effect; % of control where 0% means no effect; nearly all actives have a fitted effect of over 50% in size
IL-1B inflam inh = inhibitors of inflammasome signaling (IL-1 beta secretion); activity change, % at 57.5 µM; 4.7% of 360,000 active; THP-1 LPS/ATP IL-1B secretion, AlphaLISA, 16 h; hits give low values; in the data active = activity change below about -50%; inconclusive = mostly about -30% to -49%; also: % is scaled to controls: 0 for no effect and ±100 for the full control effect
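THP-1 cells pretreated 1 hr with compounds (up to 57.5 uM final), then stimulated with LPS (250 ng/mL final) plus ATP (1.25 mM final); secreted IL-1B measured by AlphaLISA after 16 hr, decreased signal indicating inhibition.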
A549 tox = counter-screen for Nrf2 inhibitors: cytotoxicity in A549 cells; A549 ARE-Fluc cells, CellTiter-Fluor viability, 18-24 h; Potency, µM (series often up to 46 µM), without a hit: at the highest dose activity change, negative = cytotoxicity, actives largely listed as inhibitors; 0.16% of 390,000 active; AID 504648; also: potency is read from the fitted curve at half-maximal effect; % is scaled to controls: 0 for no effect and ±100 for the full control effect
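A549 ARE-Fluc cells in 5% FBS OPTI-MEM, 5000 cells/well, rested 2 h then exposed to compounds in concentration-response for 18-24 h at 37 °C. Viability by CellTiter-Fluor fluorescence (Ex 405/Em 525) after 30 min; luciferase luminescence (BugLite, 15 min, RT) read afterwards.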
HepG2 viability = HepG2 cytotoxicity, counter-screen for TGF-b inhibitors | AID 588856 | Potency, µM (highest dose often 46.1 µM), for the others: at the top dose activity change, negative = cytotoxicity, usual class: cytotoxic | 0.76% of 410,000 active | HepG2 CAGA-GFP viability, ATP luminescence, 18 h; also: potency is read from the fitted curve at half-maximal effect; some results filed as inactive show a strong effect at the top dose
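CellTiter-Glo luminescence gave cytotoxicity after 18 hours at 37 degrees C. The cells were HepG2 CAGA-GFP in 1% FBS DMEM, stimulated with 500 pg/mL TGF-beta after compound addition. %Activity was normalised to no-cell wells (complete cell-killing) and DMSO (no toxicity), and curves were fitted and classified.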
TGFb inhibitor = blocks TGF-b signaling; HepG2 CAGA-GFP TGF-b/SMAD3 reporter, GFP fluorescence, 18 h; TGF-beta stimulated, 500 pg/mL final; Potency, µM (titrated, usually from 46.1 µM), for inactives: at the top dose activity, negative = inhibition, actives largely listed as inhibitors; 1.2% of 410,000 active; AID 588855; also: potency is read from the fitted curve at half-maximal effect; % is scaled to controls: 0 for no effect and ±100 for the full control effect; nearly all actives have a fitted effect of over 65% in size
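First, reporter cells (HEPG2 CAGA-GFP) rested 2 h at 37 degrees C. Next, compounds were pinned in and TGF-beta added to 500 pg/mL final. After 18 h, GFP was imaged per cell and summed per well.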
S2 tox = cell viability loss in ATXN counter-screen. 0.49% of 400,000 active. Potency, µM (titrated, usually from 56.7 µM), actives largely listed as cytotoxic. S2 cells (HEK-293 line with an ATXN2-luciferase reporter) viability, CellTiter-Fluor protease fluorescence, 24 h; also: potency is read from the fitted curve at half-maximal effect; nearly all actives have a fitted effect of over 40% in size
* marks the source's active call; other numbers are inactive results; i = inactive; ? = inconclusive; . = no result given; [ ] = another dose, or the depositor's remark. Unless noted, calls follow the shape of the dose curve; as a rule, active = well fitted curve in the direction sought with a large enough effect; inconclusive = small, poorly fitted or top-dose-only effect, or another doubt; inactive = no such curve, though single readings can be large; an effect the other way counts as inactive or inconclusive.

Below each SMILES – Nrf2 inh, ATXN2 expr inh, Nrf2 ARE act, MCF10A rerep, IL-1B inflam inh, A549 tox, HepG2 viability, TGFb inhibitor, S2 tox
#1 Cc1sc(-n2c(C)ccc2C)c(C#N)c1C
 : 4%, -4%, 4.8%, -3%, -12, 4%[1.84 µM], -18%, 21%, i
#2 CCCCn1c(N)c(N(CCC(C)C)C(=O)COC(=O)c2ccc([N+](=O)[O-])s2)c(=O)[nH]c1=O
 : 23µM*, -17%, 17%, 6%, -74*, -18%, -41%, ?, i
#3 C/C(=N\NC(=O)c1cccc(N/N=C(\C)c2ccc([N+](=O)[O-])cc2)c1)c1ccc([N+](=O)[O-])cc1
 : 6%, -9%, 0.0%, -1%, ?, 2%, 0%, 11%, i
#4 Nc1nnc(CC(=O)N/N=C/c2cccc([N+](=O)[O-])c2)s1
 : 1%, -1%, 3.4%, -3%, -13, 0%, -1%, -3%, i
#5 Cc1cc(C)nc(NCC(O)CNc2ccccc2C)n1 (stereo not given)
 : -12%, -5%, -0.1%, 5%, -20, 5%, -18%, 4%, i
#6 CCN(CCn1cccn1)Cc1nc(-c2ccc(OC)cc2)no1
 : 1%, 2%, 0.1%, 13%, 1, 2%, -24%, -9%, i
#7 CC(C)NC(=O)N1Cc2cc(C(=O)NCC(F)(F)F)nc(-c3cccc(-c4cc5ccccc5o4)c3)c2[C@@H]1CCO
 : ., 0%, 2.4%, ., -23, ., ., ., i
#8 Cc1ccc(S(=O)(=O)N(C)CC(=O)N2CCOCC2)cc1
 : 14%, -5%, 0.4%, 1%, 4, 12%, -10%, 14%, i
#9 Cc1ccccc1NC(=S)N1CCN(Cc2ccc3c(c2)OCO3)CC1
 : -15%, 1%, -0.8%, -8%, -2, -1%, 6%, 0%, i
#10 COc1ccc(NC(=O)C(NS(=O)(=O)c2ccc3c(c2)CCCC(=O)N3)C(C)C)c(OC)c1 (stereo not given)
 : 0%, 6%, -0.6%, ., ., 0%, -3%, -17%, i

Two of these compounds, set out differently.
3. C/C(=N\NC(=O)c1cccc(N/N=C(\C)c2ccc([N+](=O)[O-])cc2)c1)c1ccc([N+](=O)[O-])cc1
8. Cc1ccc(S(=O)(=O)N(C)CC(=O)N2CCOCC2)cc1
screen / no.,3,8
Nrf2 inh,6%,14%
ATXN2 expr inh,-9%,-5%
Nrf2 ARE act,0.0%,0.4%
MCF10A rerep,-1%,1%
IL-1B inflam inh,?,4
A549 tox,2%,12%
HepG2 viability,0%,-10%
TGFb inhibitor,11%,14%
S2 tox,i,i

(next part)
Below each SMILES – Nrf2 inh, ATXN2 expr inh, Nrf2 ARE act, MCF10A rerep, IL-1B inflam inh, A549 tox, HepG2 viability, TGFb inhibitor, S2 tox
#11 Cc1cc(-n2c(C)cc(C(=O)COc3ccc([N+](=O)[O-])cc3)c2C)no1
 : ?, ., -0.2%, 1%, -11, 0%, 0%, 4%, ?
#12 Cc1cc(C)c(S(=O)(=O)c2ccccc2)c(Cl)n1
 : ., -1%, 0.1%, -2%, 0, -1%, 4%, 19%, i
#13 Nc1nn(-c2ccccc2)c(N)c1N=Nc1cccc(F)c1
 : ?, 54%[activator], 7.5%, 3.7µM*, 15, -8%, -4%, ?, ?
#14 COc1ccc(C(=O)N2CCCCC2c2cc(C(=O)NCc3cccnc3)no2)cc1 (stereo not given)
 : ., 6%, -1.1%, ., 6, ., -1%, -11%, i
#15 COc1ccccc1C(=O)NCC(=O)OCC(=O)Nc1ccc2[nH]c(=O)[nH]c2c1
 : 0%, 6%, -0.6%, -2%, 11, 1%, 7%, 2%, i
#16 CCCC(=O)N1CCCC(C(=O)c2cccc(OC(C)C)c2)C1 (stereo not given)
 : ?, -2%[2.22 µM], 9.0%, 8%, 3, 3%, -28%, -8%, i
#17 Cc1ccc(S(=O)(=O)N2CCCCC2)cc1NC(=O)Cn1cnc2c1c(=O)n(C)c(=O)n2C
 : ?, 4%, -0.2%, 3%, 21, -9%, 0%, 28%, i
#18 C=C(C)C1Cc2cc3ccc(=O)oc3cc2O1 (stereo not given)
 : -3%, 52%[activator], 3.2%, -4%, 20, -5%, -1%, -5%, i
#19 CCN1C(C#N)=C(C#N)N=C(C)CC1(C)C
 : 1%, 1%, -0.1%, ?, 1, -4%, 0%, 1%, i
#20 COc1ccc(CN2CCN(Cc3ccc4ccccc4c3)CC2)cc1OC
 : ?, -29%, -0.1%, ?, ?, -3%, -34%, -25%, i
#21 COc1ccc(CCNC(=O)CNS(=O)(=O)c2ccc(Br)s2)cc1OC
 : 1%, -9%, -0.6%, ?, 20, 1%, -35%, -1%, i
#22 O=c1[nH]c2sc3c(c2c(=O)n1Cc1ccccc1)CCC3
 : 6%, -3%, 3.4%, 0%, 5, -6%, -9%, -6%, i
#23 CN1CCN(C(CNC(=O)c2c(F)cccc2F)c2ccc3c(c2)OCO3)CC1 (stereo not given)
 : ., -2%, -0.2%, ., ., 2%, 1%, 1%, i
#24 CCCCc1ccc(S(=O)(=O)Nc2nnc(C)s2)cc1
 : ?, ., -0.4%, -1%, 16, -1%, -13%, -9%, i
#25 O=C(O)CCNc1nc(-c2ccccc2)nc2ccccc12
 : ., -4%, ?, 1%, 4, -1%, -10%, ?, i
#26 O=C(Cc1ccc(F)cc1)Nc1cccc(-c2cn3c(n2)SCC3)c1
 : -22%, 16%, 2.4%, 12%, ?, -3%, -37%, -10%, i
#27 O=C(Cc1ccc(Cl)cc1)NCCc1cnc[nH]1
 : 4%, -7%, 0.2%, -4%, 9, -3%, -2%, 4%, i
#28 COc1cccc(CC(=O)Nc2c(C(=O)N3CCN(c4ccccc4F)CC3)oc3ccccc23)c1
 : -7%, ., -0.9%, ., ., 3%, 1%, 9%, .
#29 O=C(c1ccco1)N1CCN(CC(O)COc2ccc3oc4ccccc4c3c2)CC1 (stereo not given)
 : -82%, ?, 5.6%, 25%, -24, 1%, -49%, ?, i
#30 CCCc1nn2c(=O)cc(COC(=O)c3cccc(NC(=O)COc4ccc(F)cc4)c3)nc2s1
 : ., ., 0.2%, ., ., 10%, 4%, 4%, .
#31 NS(=O)(=O)c1cccc(NC(=O)CC(NC(=O)c2ccccc2Cl)c2ccccc2)c1 (stereo not given)
 : -2%, 11%, -0.5%, ., 35, 0%, 7%, 10%, i
#32 O=C(c1cc2c(s1)CCC2)N1C(=O)c2ccccc2S1(=O)=O
 : 12%, -11%, -1.1%, -4%, 19, 0%, 10%, ?, i
#33 O=c1c2ccccc2nc(/C=C/c2ccc([N+](=O)[O-])cc2)n1CCCO
 : 14%, 2%, 13%, 15%, ., -9%, 3%, -6%, i
#34 CN1CCC(N2CCN(C3CN(Cc4ccccc4)S(=O)(=O)C3)CC2)CC1 (stereo not given)
 : ., 1%, -1.4%, ., 13, ., 9%, 2%, i
#35 COCCNC(=O)c1ccccc1NS(=O)(=O)c1ccc(Br)s1
 : ., -1%, -1.1%, 2%, 18, -4%, 7%, -2%, i
#36 C/C(=N\NC(=O)c1ccc(O)cc1)c1cc2ccccc2o1
 : ?, 0%, 0.7%, 0%, -7, 0%, -10%, 5%, i
#37 COc1cccc(-n2nnc3c(=O)n(CC(=O)Nc4ccccc4C)cnc32)c1
 : 7%, -22%, -0.6%, -7%, 12, -1%, 3%, 5%, ?
#38 CCC(=O)NC(c1ccco1)c1cc(Cl)c2ccccc2c1O (stereo not given)
 : 1%, -12%, 12%, -3%, ., 10%, -23%, ?, i
#39 Cc1ccc(-c2onc3ccc(C4(C)OCCO4)cc23)cc1
 : 24%, 19%, 0.4%, -36%[inhibitor], -11, 10%, -19%, 12%, i
#40 Brc1ccc(NCc2cccc3ccccc23)nc1
 : -21%, ., 4.4%, ?, -26, -21%, -19%, -9%, .
#41 O=C(c1ccccc1Cl)N1CCN(c2ncccn2)CC1
 : 8%, 7%, -0.3%, ?, -3, -6%, -11%, -2%, i
#42 CS(=O)(=O)N(Cc1ccccc1)c1ccc(C(=O)N2CCN(c3cccc(Cl)c3)CC2)cc1
 : ., ?, 3.7%, 6%, ?, -22%, -2%, -11%, i
#43 COc1cc(NC(=O)Nc2nc(C(N)Cc3ccc(C(F)(F)F)cc3)cs2)cc(OC)c1OC (stereo not given)
 : ., ?, -4.4%, ., -30, ., -106%, 11µM*, ?
#44 CCOC(=O)c1coc(CNC(=O)c2c(C)oc3c2CCCC3)c1
 : 7%, -2%, 7.8%, 15%, 30, 9%, 6%, 7%, i
#45 O=C(CSc1nc(-c2ccccc2)c(-c2ccccc2)[nH]1)NCc1ccco1
 : ., -25%, -0.5%, 15µM*, -13, -4%, -15%, ?, i
#46 COc1ccc(S(=O)(=O)N2CCCCC2)cc1NC(=O)c1ccc(N2CCCC2=O)cc1
 : -11%, -9%, 0.2%, -6%, -8, 0%, 0%, 16%, i
#47 O=C(Nc1ccc(Nc2ccccc2)cc1)c1ccc(Cl)cc1Cl
 : ?, ?, -0.9%, 13%, ?, -13%, -33%, 7%, ?
#48 O=C1CC2(CCCCC2)CC(=O)N1CCc1ccccc1
 : 5%, 4%, -0.4%, 12%, -14, -1%, -17%, 13%, i
#49 O=C(O)c1ccc2oc(=O)c(S(=O)(=O)c3ccc(F)cc3)cc2c1
 : 7%, -8%, 12%, 6%, -1, -5%, -8%, 0%, i
#50 NC(=O)COc1ccc(/C=N/NS(=O)(=O)c2ccccc2)cc1
 : ?, -2%[11.3 µM], -1.4%, -1%, 14, 17%, 1%, 15%, i
#51 Cc1ccccc1OCC(=O)Nc1nnc(-c2ccco2)s1
 : -10%, -6%, -0.1%, -1%, -7, 5%, 4%, 4%, i
#52 O=C(c1ccccc1)c1ccccc1NC(=O)C1CCCN1Cc1ccccc1 (stereo not given)
 : -6%, ., 1.6%, 1%, -6, 0%, -19%, -22%, i
#53 COc1ccccc1NC(=S)N1CCN(C(=O)c2ccco2)CC1
 : -20%, -1%, 0.3%, 11%, 65, -6%, -12%, -4%, i
